High-throughput results: PubChem BioAssay, National Center for Advancing Translational Sciences (NCATS)
RORg inh – blocks mouse ROR gamma transcriptional activity; Drosophila S2 Gal4-RORgamma UAS-luciferase reporter, 20 h; Potency, µM (highest dose often 53.6 µM), for inactives: at the top dose activity change, negative = inhibition, actives largely listed as inhibitors; actives 5.4% (n = 310,000); AID 2551; further: potency means the concentration at half of the fitted maximal effect; on the % scale 0 is the no-effect control and ±100 the full control effect; nearly all actives have a fitted effect of over 60% in size
Target sequence (P51450 whole entry, looked up, the tested form may be a part): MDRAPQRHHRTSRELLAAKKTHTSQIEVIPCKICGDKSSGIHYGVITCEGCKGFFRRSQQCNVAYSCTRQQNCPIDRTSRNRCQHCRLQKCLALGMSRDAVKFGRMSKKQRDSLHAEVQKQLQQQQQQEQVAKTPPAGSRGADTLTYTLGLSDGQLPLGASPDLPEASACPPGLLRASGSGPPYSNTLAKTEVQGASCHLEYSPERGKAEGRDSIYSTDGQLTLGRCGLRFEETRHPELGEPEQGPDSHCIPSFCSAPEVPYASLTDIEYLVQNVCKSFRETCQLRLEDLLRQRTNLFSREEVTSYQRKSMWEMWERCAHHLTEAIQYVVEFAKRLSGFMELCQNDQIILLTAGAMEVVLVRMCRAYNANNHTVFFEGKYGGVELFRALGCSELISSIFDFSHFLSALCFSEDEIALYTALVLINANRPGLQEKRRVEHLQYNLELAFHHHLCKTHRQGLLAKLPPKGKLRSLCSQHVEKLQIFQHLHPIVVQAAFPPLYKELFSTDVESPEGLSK
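Drosophila Schneider cells stably carrying a metallothionein-driven Gal4 DBD–ROR gamma fusion and a UAS-Photinus luciferase reporter were exposed to compound for 1 hr, then induced with copper sulfate (700 uM final) for 20 hr at ambient temperature before luminescence reading.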
p53 reactivator – mutant p53 re-activation in reporter cells. H1299 p53-A138V BP100-luciferase reporter, luminescence, 24 h. Potency, µM (highest dose often 92.2 µM), without a hit: at the top dose activity change, positive = activation, hits mostly activators. actives 0.063% (n = 320,000). AID 504706; further: potency means the concentration at half of the fitted maximal effect; % of control where 0% means no effect; nearly all actives have a fitted effect of over 45% in size
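H1299 (p53-null), stable ts p53-A138V + BP100-Luc; 1000 cells/well, Opti-MEM/10% FBS; cpd 4 pt, 1:5; 24 h, 37 deg C, 5% CO2; detection reagent 10 min RT; luminescence.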
PKM2 act – increases activity of human pyruvate kinase M2 | P14618 | purified PKM2, Kinase-Glo ATP luminescence, activation; response scale: 0% is enzyme alone, no compound | Potency, µM (top dose mostly 57.5 µM), for inactives: at the top dose activation, most hits filed as activators | actives 0.34% (n = 260,000) | AID 1631; further: potency means the concentration at half of the fitted maximal effect; on the % scale 0 is the no-effect control and ±100 the full control effect; nearly all actives have a fitted effect of over 55% in size
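Purified hPK-M2 (>95%) run at intermediate activity with 0.1 mM ADP and 0.5 mM PEP in 50 mM imidazole pH 7.2, KCl, MgCl2; 1 h room temperature. ATP formed read by Kinase-Glo luminescence; normalized to uninhibited and no-enzyme controls.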
BRCA1 expr up – increases BRCA1 expression | MCF7-BRCA1-FFLuc reporter, luminescence, 48 h; response scale: scaled: vehicle 0%, 10 µM genistein 100% | Potency, µM (top dose mostly 46.1 µM), without a hit: at the top dose activation, hits mostly activators | actives 1.1% (n = 380,000) | AID 624202; further: potency means the concentration at half of the fitted maximal effect; nearly all actives have a fitted effect of over 80% in size; some results filed as inactive show a strong effect at the top dose
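48 h compound treatment of MCF7-BRCA1-FFLuc cells (phenol-red free MEM, 37 °C), then 15 min with luciferase substrate and luminescence imaging.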
FLuc modulator – counter-screen for miR-21 project: firefly luciferase inhibitors or activators; actives 6.9% (n = 360,000); Potency, µM (titrated, usually from 57.5 µM), for inactives: at the highest dose activity change, negative = inhibition, usual class: inhibitors; purified FLuc, Km substrates, luminescence inhibition; P08659;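 further: potency means the concentration at half of the fitted maximal effect; plate controls were vehicle for no effect and reference inhibitor for full effect; nearly all actives have a fitted effect of over 55% in size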
Target sequence (P08659 whole entry, looked up): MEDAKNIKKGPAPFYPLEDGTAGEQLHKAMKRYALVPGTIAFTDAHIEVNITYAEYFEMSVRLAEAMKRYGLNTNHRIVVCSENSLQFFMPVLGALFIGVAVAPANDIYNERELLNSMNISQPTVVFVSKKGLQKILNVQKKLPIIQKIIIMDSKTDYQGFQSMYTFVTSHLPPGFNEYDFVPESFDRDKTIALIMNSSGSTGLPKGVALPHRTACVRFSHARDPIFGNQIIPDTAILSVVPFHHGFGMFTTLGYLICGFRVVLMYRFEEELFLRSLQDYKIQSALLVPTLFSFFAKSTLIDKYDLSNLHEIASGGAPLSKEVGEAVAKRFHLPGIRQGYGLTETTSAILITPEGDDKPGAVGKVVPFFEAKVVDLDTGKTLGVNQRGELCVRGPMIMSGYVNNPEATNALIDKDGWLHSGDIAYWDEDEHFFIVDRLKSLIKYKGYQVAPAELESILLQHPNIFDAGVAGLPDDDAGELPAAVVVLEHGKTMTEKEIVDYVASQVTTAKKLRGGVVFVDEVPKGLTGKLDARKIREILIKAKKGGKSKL
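Purified P. pyralis luciferase, 10 nM final, with Km-level 10 uM D-luciferin and 10 uM ATP in 50 mM Tris acetate pH 7.5, 10 mM Mg acetate, 0.01% Tween-20, 0.05% BSA; 6-point qHTS titration about 60 µM downward; luminescence read.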
NPC1 prom act – activates the NPC1 promoter | Huh7 NPC1 promoter luciferase reporter, 24 h | Potency, µM (top dose mostly 9.22 µM), without a hit: top-dose activation, most hits filed as activators | actives 2.4% (n = 320,000) | AID 485313;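 further: potency means the concentration at half of the fitted maximal effect; % of control where 0% means no effect; nearly all actives have a fitted effect of over 60% in size; reporter is driven by a mutant NPC1 promoter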
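Quantitative HTS used a cell-based reporter: Huh7 cells stably bearing the NPC1 promoter upstream of luciferase were treated with compounds for 24 h, and promoter activation was read as luminescence.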
ELG1 genotoxic – induces genotoxicity in HEK293T cells with luciferase-tagged ELG1; AID 504466; Potency, µM (highest dose often 46 µM), for the others: top-dose activity change, positive = activation, most hits filed as activators; actives 1.3% (n = 330,000); HEK293T ELG1-luciferase reporter, luminescence, 16 h; further: potency means the concentration at half of the fitted maximal effect; % of control where 0% means no effect; nearly all actives have a fitted effect of over 60% in size
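HEK293T cells expressing luciferase-tagged ELG1 were exposed to compound or DMSO vehicle for 16 hr at 37 °C and 5% CO2. Luciferase activity was then measured with ONE-Glo after 30 min at room temperature.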
Menin MLL FP TR – inhibitors of human menin-MLL interaction, mutant MLL peptide; O00255; Menin + Texas Red MLL mutant peptide, fluorescence polarization; actives 0.23% (n = 270,000); Potency, µM (highest dose often 61.6 µM), for the others: at the highest dose FP activity change, negative = inhibition, usual class: inhibitors; AID 1768; active means well fitted inhibition curve with a large enough effect in the polarisation, with a control signal flat, not every such curve was filed as active; inconclusive means small, poorly fitted or top-dose-only effect, or effect the other way, or a change in a side signal; inactive means no such curve, though single readings can be large or run the other way; the % refers to the polarisation; further: potency means the concentration at half of the fitted maximal effect; % of control where 0% means no effect; many of its hits are not listed in these tables
VP16 counter – counter-screen for ROR gamma inhibitors: Gal4-VP16 reporter. Drosophila S2 Gal4-VP16 UAS-luciferase, luminescence, 20 h. Potency, µM (titrated, usually from 53.6 µM), without a hit: at the highest dose activity, negative = inhibition, usual class: inhibitors. actives 3.5% (n = 310,000);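 further: Gal4-VP16 expression switched on by copper sulfate through the metallothionein promoter; potency means the concentration at half of the fitted maximal effect; on the % scale 0 is the no-effect control and ±100 the full control effect; nearly all actives have a fitted effect of over 50% in size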
Giardia kill – kills Giardia lamblia | actives 0.15% (n = 340,000) | Giardia lamblia trophozoite viability | activity change, % at 7.66 µM, hits read low | AID 540267; in the data active means activity change below about -80%; inconclusive means between about -30% and that limit;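 further: parasites exposed to compound for two days anaerobically before the ATP read; on the % scale 0 is the no-effect control and ±100 the full control effect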
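Anaerobic 48 hrs incubation at 37 deg C of 100 trophozoites/well with test compounds; ATPLite 1-Step luminescence, 15-30 min RT, reports cellular ATP as viability.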
Rab9 promoter act – activators of Rab9 promoter; Huh7 Rab9 promoter-luciferase reporter, luminescence, 24 h; Potency, µM (doses to about 9.22 µM), without a hit: top-dose activation, negative = inhibition, most hits filed as activators; actives 2.8% (n = 320,000); AID 485297; further: potency means the concentration at half of the fitted maximal effect; % of control where 0% means no effect; nearly all actives have a fitted effect of over 60% in size
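Promoter activation is measured as luciferase luminescence in Huh7 cells stably transfected with a Rab9 promoter–luciferase construct, following 24 h compound exposure at 37 °C and 10 min reagent incubation at ambient temperature.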
Numbers without * were called inactive; u = inconclusive; x = not tested or not shown; & = joins results of further samples; [ ] = another dose, or the depositor's remark. Unless noted, the call rests on the fitted dose curve; in most records, active means well fitted curve in the direction sought with a large enough effect; inconclusive means small, poorly fitted or top-dose-only effect, or another doubt; inactive means no such curve, though single readings can be large; an effect the other way counts as inactive or inconclusive. The list is partial; count on the stated rates, not on these rows.

SMILES	RORg inh	p53 reactivator	PKM2 act	BRCA1 expr up	FLuc modulator	NPC1 prom act	ELG1 genotoxic	Menin MLL FP TR	VP16 counter	Giardia kill	Rab9 promoter act
CCc1cccc(NC(=O)c2cc(S(=O)(=O)N(C)C)ccc2N2CCCC2)c1	-7%	0%	-2%	-36%	5%	-12%	-7%	-1%	6%	u	-3%
COc1cc(C2SCC(=O)N2CCCN(C)C)cc(OC)c1OC (centres undefined)	1%	-6%	-20%	-20%	0%	7%	3%	-8%	0%	-1	3%
CCN(CC(=O)Nc1cc(Cl)ccc1C)C(=O)c1cc(S(=O)(=O)N2CCCCCC2)ccc1OC	x	-2%	x	-50%	0%	-1%	-2%	x	x	11	-8%
O=C(Cc1n[nH]c(=O)[nH]c1=O)N/N=C/c1cccc(O)c1	-5%	3%	0%	-19%	1%	0%	-1%	11%	1%	-12	4%
O=C(N/N=C/c1cccnc1)c1cccc(NC(=O)c2ccccc2Cl)c1	13%	u	7%	-30%	u	0%	0%	-20%	3%	-9	1%
Cc1ccc2oc(C(=O)NCC3CCOCC3)c(C)c2c1	-9%	22%	-7%	63%	0%	u	-1%	x	18%	-2	u
Cc1ccc(C2(c3noc(CN(C)Cc4ccccn4)n3)CCCC2)cc1	16µM*	-1%	2%	-14%	0%	-3%	-8%	-18%	-1%	7	-2%
Cc1ccc2cc(COC(=O)C3CCCO3)c(=O)[nH]c2c1 (centres undefined)	-2%	0%	-3%	-10%	u	0%	1%	-11%	-2%	23	0%
O=C(Nc1ccc(N2CCCC(O)C2)cc1)c1snc2c(=O)[nH]cnc12 (centres undefined)	-20%	8%	-7%	66%	2.1µM*	17%	u	0%	-19%	-13	18%
CS(=O)(=O)c1nc(-c2ccccc2)c(-c2ccccc2)[nH]1	33%	-11%	-5%	-6%	-15%	2%	4%	-20%	u	9	-9%
Cc1nn(-c2ccccc2)c(Cl)c1/C=C1\SC(=S)N(C)C1=O	15%	-7%	-2%	-23%	u	-3%	-3%	-16%	2%	-12	-3%
COc1cc(NC(=O)COc2ccc(C)c(C)c2)ccc1NC(=O)c1ccco1	17%	5%	x	5%	-5%	-2%	-1%	13%	15%	-12	-2%
CCOC(=O)c1c(C)[nH]c(C)c1S(=O)(=O)N1CCN(C(=O)c2ccco2)CC1	3%	-2%	x	5%	4%	-2%	9%	x	-1%	-14	1%
CN(CC(=O)Nc1cccc(F)c1)CC(=O)N(C)CC(=O)Nc1ccccc1Br	x	1%	x	-3%	x	-1%	-2%	x	x	-8	1%
CC1CCCC(C)N1CCNC(=O)CCn1nc(-c2ccccc2)ccc1=O (centres undefined)	-9%	4%	-6%	0%	1%	-1%	0%	0%	0%	12	14%
Cc1ccc(NS(=O)(=O)c2cccc(C(=O)NCCc3c[nH]c4ccccc34)c2)c(C)c1	u	7%	3%	-40%	6%	-5%	-14%	u	22µM*	15	-2%
O=C1c2ccccc2C(=O)N1CN(C(=O)c1ccccc1)c1ccc(O)cc1	u	2%	0%	3%	4%	1%	-1%	5%	0%	17	-6%
C/C(=N\NC(=O)CSc1nc2ccccc2o1)c1cccc(O)c1	18%	2%	5%	7%	-13%	2%	1%	x	-5%	14	1%
O=C(CCS(=O)(=O)c1ccc(Br)cc1)Nc1ccccn1	1%	5%	-1%	-5%	0%	-3%	2%	-5%	-2%	2	-10%
CC(=O)N1CCCN(Cc2cn(-c3cc(C)ccc3C)nc2-c2ccccc2)CC1	-24%	-3%	-1%	-38%	6%	-2%	-6%	-12%	-5%	-4	-2%
Cc1ccc(Cn2c(CN3CC(C)OC(C)C3)nc3c2c(=O)[nH]c(=O)n3C)cc1 (centres undefined)	10%	-37%[inhibitor]	4%	6%	-1%	-2%	0%	-6%	-11%	15	-1%
CCN(CC)S(=O)(=O)c1ccc(N2CCc3ccccc3C2)nc1	u	-1%	2%	64%	u	26%	-3%	u	-11%	37[activator]	29%
Cc1ccc(CN2CCC(CNC(=O)Nc3ccccc3F)CC2)cc1	-11%	-1%	x	-8%&-9%	1%&-1%	1%	-2%	-17%	-3%	1	-2%
O=C(COc1ccccc1)NCC(=O)N1CCCCCC1	x	9%	x	7%	1%	-1%	1%	x	x	-10	-1%
O=C(Nc1ccc(O)c(-c2nc3ccccc3s2)c1)C1=COCCO1	u	-6%	10%	-33%	-16%	0%	0%	u	2%	19	-1%
COc1cc(CN(C2CCCCC2)S(=O)(=O)c2ccc(S(=O)(=O)N(C)C3CCCCC3)cc2)cc(OC)c1OC	u	3%	2%	-22%	0%	-8%	-3%	-19%	6%	-4	-2%
CC(=O)Nc1ccc(NC(=O)CSc2nnc(-c3cc(C)[nH]n3)n2N)cc1	-5%	-1%	x	5%	-12%	-13%	0%	x	-9%	11	-1%
Nc1scc[n+]1Cc1cccc2cccnc12	-1%	-3%	17%	-4%	-1%	1%	-2%	x	-3%	-10	0%
O=C(N/N=C/c1ccc(Br)s1)c1cccnc1	1.3µM*	1%	1%	23%	-17%	-1%	-1%	u	16µM*	-13	0%
COc1cccc(C(=O)NNC2OC(CO)C(O)C2O)c1 (centres undefined)	-76%	10%	0%	-3%	-3%	-4%	0%	-1%	25%	-5	17%
CCC1CN(C(=O)N2CCC(C(=O)NCc3ccccc3C)CC2)c2ccccc2O1 (centres undefined)	38%	4%	x	-24%	-1%&-2%	-5%	-7%	x	2%	8	1%
Cc1nn(-c2ccccc2)c(C)c1/C=N/NC(=O)c1cc(-c2ccccc2)n[nH]1	42%	-12%	-12%	-75%	u	-7%	-15%	27%	u	8	-18%
CCC(C)(C)n1nnnc1C(c1ccc2ncccc2c1)N1CCCCCC1 (centres undefined)	18%	7%	-5%	12%	1%	-4%	-5%	-12%	-2%	9	-7%
Cc1c2cnn(CC(=O)NCCN3CCOCC3)c(=O)c2c(C)n1Cc1ccccc1	-2%	x	-2%	-14%	-3%	-4%	8%	2%	1%	-11	2%
O=C(Cn1cnc([N+](=O)[O-])c1)c1ccc(Cl)cc1	x	-5%	x	17%	3%	1%	2%	x	x	-29	1%
O=C(NC(=S)Nc1ccccc1N1CCOCC1)c1cccc([N+](=O)[O-])c1	1.6µM*	-17%	-13%	-32%	0%	-2%	-9%	x	4µM*	-5	-2%
O=C(CC(c1ccccc1)c1ccccc1)Nc1ccc2c(c1)OCCO2	32%	-4%	-6%	-8%	-17%	-6%	0%	26%	-13%	-4	1%
COc1cc(Cl)c(CN2CCCC(CO)(Cc3ccccc3)C2)cc1OC (centres undefined)	-2%	x	-1%	-14%	7%	-1%	-5%	-15%	6%	-3	1%
O=C1C2C(c3ccccc3)(C(=O)N1c1ccc(Cl)cc1)C2(c1ccccc1)c1ccccc1 (centres undefined)	-5%	-20%	-2%	44%	1%	-3%	-11%	15%	12%	-6	-2%
CCC(=O)N1CCc2cc(S(=O)(=O)NC(C(=O)NC3CCCc4ccccc43)C(C)C)ccc21 (centres undefined)	-31%	-12%	-3%	-1%	-8%	-6%	0%	11%	2%	38[activator]	-3%
CC12C(=O)N(c3ccc(C(=O)N4CCOCC4)cc3)C(=O)C1C1c3ccccc3C2c2ccccc21 (centres undefined)	-5%	-2%	-2%	x	3%	-6%	2%	-1%	-8%	x	1%
COc1ccccc1NC(=O)COn1nnc2ccc(S(=O)(=O)N3CCOCC3)cc21	27%	1%	-1%	-1%	2%	2%	-3%	5%	-4%	-19	0%
Cc1c(Cl)cccc1NC(=O)CCN1CCCCCC1	6%	-8%	0%	0%	0%	-2%	1%	16%	-3%	-2	-2%
CCc1nc2oc3ccccc3c(=O)c2cc1C(=O)OC	u	u	x	3.2µM*	13µM*	3.2µM*	u	25%	u	16	3.5µM*
CCc1nnc(SCC(=O)N2CCc3ccccc32)n1CC	-15%	19%	-2%	4%	0%	-2%	5%	x	1%	-2	9%
CCc1ccc2[nH]c(=O)c(-c3ccccc3)c(O)c2c1	-7%[1.91 µM]	2%	4%	-5%	21µM*	-3%	3%	16%	-8%	5	6%
O=C(Nc1cccnc1)c1cc(-c2ccc(F)cc2)on1	-3%	6%	0%	-21%	2.4µM*	-3%	10%	18%	1%[10 µM]	-5	-4%
